Bioassay records from PubChem.
HSF1 inh: HSF1 inhibition | NIH3T3-HGL HSE-luciferase, MG132-induced, luminescence 8 h; active compounds read low | activity change, negative = inhibition, % at 7.5 µM (by protocol) | actives 0.77% (n = 300,000) | AID 2098;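 active = more than half of replicate wells show activity change below -50%, luminescence cut by over half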;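 note: luciferase reports HSF-1 transcriptional activity via heat shock element; 0% = median of DMSO wells and -100% = zero luminescence signal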
GSK3beta inhib: inhibitors of human GSK3beta kinase | P49841 | GST-GSK3beta kinase, ADP-Glo luminescence, 60 min; active compounds read low | activity score (negative = inhibition), % at 10 µM | actives 0.038% (n = 300,000) | AID 2097;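 active = more than half of replicate wells score below -50%, meaning over 50% inhibition versus plate controls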;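 note: 0% = median DMSO wells and -100% = median GW8510 positive control wells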
Target sequence (P49841 whole entry, looked up): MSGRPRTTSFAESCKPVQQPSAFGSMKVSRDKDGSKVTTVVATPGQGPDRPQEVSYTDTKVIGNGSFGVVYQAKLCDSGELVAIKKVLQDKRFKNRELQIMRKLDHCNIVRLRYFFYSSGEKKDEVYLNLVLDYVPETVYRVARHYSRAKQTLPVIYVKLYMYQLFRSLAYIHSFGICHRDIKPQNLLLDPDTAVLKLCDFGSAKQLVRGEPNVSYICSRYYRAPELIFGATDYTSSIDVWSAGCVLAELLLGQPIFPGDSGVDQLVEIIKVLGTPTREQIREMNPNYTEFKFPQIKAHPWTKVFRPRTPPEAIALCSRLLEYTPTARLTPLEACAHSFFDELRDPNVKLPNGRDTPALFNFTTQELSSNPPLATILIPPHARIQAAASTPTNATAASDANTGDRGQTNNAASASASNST
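Assay system: GST-fused GSK3beta enzyme, cell-free / Medium: Tris pH 7.5 buffer with MgCl2, DTT, BSA, heparin / Also added: peptide substrate plus 25 µM ATP (final) / Compound: 10 µM single point / Timing: kinase reaction with compound 60 min at room temperature / Detection: ADP-Glo luminescence / Benchmarks: DMSO neutral wells and GW8510 at 20 µM as positive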
GSK3A inh: inhibitors of human GSK-3 alpha kinase; ADP-Glo luminescence, 60 min; actives 0.1% (n = 320,000); P49840; inhibition, % at 10 µM;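 in the data active = inhibition above about 50%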;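 note: GST-tagged GSK-3 alpha with peptide substrate and 25 µM ATP; 0% = DMSO neutral wells and 100% = GW8510 positive control wells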
Target sequence (P49840 whole entry, looked up): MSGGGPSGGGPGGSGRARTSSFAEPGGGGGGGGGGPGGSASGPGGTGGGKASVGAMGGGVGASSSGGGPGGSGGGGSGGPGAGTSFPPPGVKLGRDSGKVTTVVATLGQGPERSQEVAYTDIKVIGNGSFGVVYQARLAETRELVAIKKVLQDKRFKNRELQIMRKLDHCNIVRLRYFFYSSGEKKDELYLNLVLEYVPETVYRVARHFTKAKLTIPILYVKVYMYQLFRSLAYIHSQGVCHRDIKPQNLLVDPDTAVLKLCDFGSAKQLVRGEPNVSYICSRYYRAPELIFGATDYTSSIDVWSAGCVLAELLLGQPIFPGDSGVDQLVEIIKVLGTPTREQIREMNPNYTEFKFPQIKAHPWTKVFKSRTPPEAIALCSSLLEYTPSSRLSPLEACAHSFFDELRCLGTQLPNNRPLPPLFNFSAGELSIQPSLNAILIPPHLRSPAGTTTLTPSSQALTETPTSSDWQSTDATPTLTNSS
Dyrk1A ADPGlo: Dyrk1A (rat) kinase inhibition | actives 0.43% (n = 310,000) | ADP-Glo luminescence, NFATc1 peptide | inhibition, % at 12.5 µM | Q63470; in the data active = inhibition above about 50%;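 note: plate controls were vehicle with enzyme for no effect and no enzyme for full effect; many of its hits are not listed in these tables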
HSP90 inh: HSP90 refolding inhibition in rabbit reticulocyte lysate. actives 0.91% (n = 290,000). luciferase refolding luminescence, 3 h. inhibition, % at 5.6 µM;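 active = inhibition above the screen-wide mean plus 3 SD, computed separately per campaign, cut at about 16% in these data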;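 note: 0% = DMSO wells and 100% = 60 µM geldanamycin wells; inhibitors lower the luminescence because luciferase stays unfolded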
AI-2 QS mod: modulators of Vibrio harveyi AI-2 quorum sensing system. Vibrio harveyi JMH597 AI-2 luminescence/OD600 ratio, 9 h; active compounds read low; strain lacks LuxN and CqsS sensors; 0 = neutral-control median. actives 0.4% (n = 300,000). activity change, % at 7.5 µM; in the data active = activity change below about -75%, passing the limit was not always enough;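 note: luminescence divided by OD600 gain over 9 h not by final OD600 alone; inactives centre near 13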
Platelet DG rel: platelet dense granule release activity; human platelet-rich plasma, SFLLRN dense granule ATP release, luminescence; inhibition, %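 (compounds screened at 7.5 µM in platelet-rich plasma)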; actives 0.22% (n = 300,000);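 active = mean replicate score, as percent of positive control, at or above 50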
HSF1 activator: increases HSF-1 driven luciferase reporter signal; NIH3T3-HGL HSF-1 luciferase reporter, MG132, 8 h; 100% = twice DMSO control signal; activation, % at 9 µM; actives 1.7% (n = 300,000);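 active = mean replicate activation of at least 50% with a set share of replicates each reaching 50%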;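 note: 0% = median of the neutral control wells and 100% = twice that signal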
HDAC3 inhib: inhibitors of human histone deacetylase 3; O15379; AID 2718; recombinant HDAC3, fluorogenic peptide/trypsin coupled, fluorescence; inhibition, % at 8.3 µM; actives 0.15% (n = 320,000); in the data active = inhibition above about 26%, passing the limit was not always enough
PolyA inhibitor: inhibitors of polyadenylation in S. cerevisiae. S. cerevisiae SKY197-pL101 polyadenylation reporter, beta-gal luminescence; efflux-impaired pdr1/pdr3 knockout yeast; score 100 = 6 SD above DMSO. calls only at 12 µM. actives 0.02% (n = 300,000). AID 1875;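 active = lowest replicate activity score at least 50, where 100 means six control SD above control mean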;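 note: yeast exposed to compound for 9 h at 30 °C; higher score means more reporter readthrough which indicates perturbed polyadenylation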
* hit, by the source's call; i = inactive; . = not tested or not shown. The list is partial. The share of hits here may be higher or lower than overall.

SMILES	HSF1 inh	GSK3beta inhib	GSK3A inh	Dyrk1A ADPGlo	HSP90 inh	AI-2 QS mod	Platelet DG rel	HSF1 activator	HDAC3 inhib	PolyA inhibitor
CCCCc1nc2ccccc2c(=O)n1NC(=O)c1c(O)c2cccc3c2n(c1=O)CC3	0	-2	-5	3	.	16	10	-8	-9	i
O=[N+]([O-])c1ccc(C(O)C23CN4CN(CN(C4)C2)C3)cc1 (centres undefined)	4	0	-2	3	1	-2	-8	11	0	i
Cc1cc(C)n(-c2nc(-c3ccc(Cl)cc3)cs2)n1	11	1	-1	-1	-2	4	1	13	-2	i
CCC(C)(C)NC(=O)C(c1ccc(OC)cc1)N(CC1CCCO1)C(=O)CCC(=O)Nc1cc(C)on1 (centres undefined)	1	.	-3	.	-1	.	-4	-12	-3	i
COC(=O)CN(c1ccccc1)S(=O)(=O)c1ccccc1	0	-2	0	1	0	1	16	-20	2	i
Cc1cc(Cn2nc(C(=O)NCC3CC3)cc2-c2ccccc2)on1	12	-2	-1	-11	.	8	0	-4	3	i
Cc1cc(C)cc(-n2ncc3c2CCCC3NC(=O)c2cc(C)n(C)n2)c1 (centres undefined)	5	6	-3	-1	0	-4	-7	16	-4	i
COc1ccc(OCC(O)CNC(=O)Nc2ccccc2)cc1 (centres undefined)	5	-15	0	-2	3	26	0	20	3	i
CCC(C)(C)NC(=O)C(c1ccc(F)cc1)N(Cc1ccco1)C(=O)c1snc(C(N)=O)c1N (centres undefined)	11	-3	3	-7	1	-7	-7	27	-3	i
O=S(=O)(c1cccc2nsnc12)N1CCc2ccccc21	-1	0	.	3	4	28	1	-14	.	i
Cc1cc(NC(=O)CCN2C(=O)c3ccccc3C2=O)no1	5	-1	-3	-2	3	26	5	3	2	i
CCCCN1CC(=O)N2[C@H](c3ccc(Cl)cc3)[C@@H]3C(=O)N(CC)C(=O)[C@@H]3[C@]2(C)C1=O	8	3	-2	2	-3	6	-3	4	1	i
COc1cc(C(=O)NCCC(=O)NCCCN2CCCCC2)cc(OC)c1OC	-3	1	-2	8	2	-26	-5	-1	-1	i
COCCCN1C(=O)C(=O)/C(=C(/O)c2ccc(OC(C)C)c(C)c2)C1c1ccncc1 (centres undefined)	1	1	2	-5	-4	70	-3	-6	3	i
CCC(=O)NC(c1ccc(Cl)cc1Cl)c1ccc2cccnc2c1O (centres undefined)	-3	-2	1	3	3	31	1	-8	-10	.
O=C(NCCCn1ccnc1)/C(=C\c1cccnc1)NC(=O)c1ccco1	-1	-3	-4	-1	-5	26	1	10	12	i
N#CCN(CC#N)C(=O)C1c2ccccc2Oc2ccccc21	-8	-1	-1	3	-5	20	1	9	3	i
Cn1c(NC(=O)c2ccc3c(c2)OCO3)cc(=O)n(C)c1=O	4	0	-2	0	-3	2	-6	13	-4	i
CCCCC1=CC2=CC(=O)C(C)(OC(=O)CC)C(=O)C2=CN1C(CO)CO (centres undefined)	-7	-1	1	.	.	24	1	-5	-2	i
Cc1cccc(NC(=O)CSc2ncnc3nc[nH]c23)c1C	-10	2	2	10	-1	13	1	7	-1	i
COc1ccc(C(=O)COC(=O)C(CCSC)NC(=O)COc2ccccc2)c(OC)c1 (centres undefined)	-2	0	9	2	2	19	-16	14	-12	i
Cc1cc(C(=O)C(C)Cl)c(C)n1Cc1ccco1 (centres undefined)	-4	2	0	-6	3	47	-2	7	6	i
O=C(CSc1nccc(=O)[nH]1)c1c[nH]c2ccccc12	-3	-2	1	-1	3	35	-2	-10	.	i
CCOC(=O)c1ccc(NC(=O)N2CCN(c3ccccc3OC)CC2)cc1	-9	2	-2	0	-1	17	4	1	2	i
COC(=O)CN1C(=S)N(c2ccccc2)C(=O)C1CC(=O)Nc1ccc(Cl)cc1 (centres undefined)	2	-4	-2	4	-3	2	19	4	2	i
CC1Sc2ccc(S(=O)(=O)NCCc3ccc(Cl)cc3)cc2NC1=O (centres undefined)	4	2	-2	1	0	28	6	16	1	i
COC(=O)C1=C(C(=O)OC)[C@@H]2N(Cc3ccccc3)c3ccccc3[C@@]23C[C@@H](C(=O)OC)N(C(=O)c2cc(C)oc2C)C3=N1	5	0	3	5	.	11	-1	16	13	i
CCOC(=O)N1CCN(c2c(N3CCN(c4ccccn4)CC3)c(=O)c2=O)CC1	.	.	-2	4	-3	.	.	.	-4	.
O=C(OCn1nnc2ccccc2c1=O)c1cn(-c2ccccc2)nc1-c1cccnc1	4	3	-2	0	6	13	5	2	-2	i
CC1(C)Cc2c(sc3nnn(CC(=O)Nc4ccccc4)c(=O)c23)CO1	1	1	-2	-8	-1	-2	-10	8	-7	i
S=c1nc[nH]c2c1cnn2Cc1ccccc1	-8	-1	2	-5	5	-20	-12	5	-1	i
Cc1ccc(N2C(=O)c3ccccc3C2Nc2ccc(S(=O)(=O)N3CCOCC3)cc2)nc1 (centres undefined)	10	3	-2	3	-3	16	10	4	-1	.
CCN(CC)C(=O)C(=O)c1cccn1-c1c(Cl)cccc1C#N	7	2	.	8	2	21	-2	9	6	i
O=C(CCN1C(=O)C2C3CCC(C3)C2C1=O)OCC(=O)c1ccccc1 (centres undefined)	-6	1	.	14	-5	10	-6	-25	10	i
CCOC(=O)c1c2c(n(C)c1COC)C(=O)C(=O)c1ccc(Br)cc1-2	-3	-1	7	.	-1	31	-1	27	-2	i
COc1cccc(-c2c(C(=O)N/N=C(\C)c3ccc(Cl)s3)nnn2-c2nonc2N)c1	27	-1	4	.	-1	28	-2	56*	-1	i
Cc1nn(-c2ccc(F)cc2)c(C)c1CN1CCN(CCc2ccccc2)C(CCO)C1 (centres undefined)	-5	-2	.	0	-6	23	7	-5	-2	i
COC(=O)c1cn(NC(=O)c2ccc(OC)c([N+](=O)[O-])c2)c(=O)c2ccccc12	-5	0	-3	1	2	3	-1	-12	5	i
O=C(COc1ccc(Br)cc1)Nc1cc(S(=O)(=O)N2CCCCC2)ccc1N1CCCCC1	-2	0	.	3	-5	29	-29	5	.	.
CCOC(=O)CNc1nc(C#N)nc(N2CCOCC2)n1	-3	1	-2	-6	1	28	-7	6	8	i
Cc1cnc(NS(=O)(=O)c2ccc(Cl)cc2)c(Br)c1	-4	-1	-7	.	1	32	-4	15	.	i
O=C(OCc1nnc(-c2ccc(Cl)cc2)o1)c1ccc(=O)n(Cc2ccccc2)n1	4	4	-4	9	4	6	-1	-7	2	i
CC(C)(CC(=O)O)CC(=O)N1CCN(c2cc(C(F)(F)F)nc3ccccc23)CC1	-5	2	1	-4	-1	24	1	-4	-5	i
COc1ccc(/C=C(/NC(=O)c2ccco2)C(=O)N2CCCCCC2)cc1OC	-19	3	1	-6	2	1	-5	-27	.	i
CC(C)[C@H](Nc1nc(-c2ccccc2)nc2c1oc1ccccc12)C(=O)O	-55*	3	-3	2	-2	17	-34	-65	10	i

Looked up by structure from the entries so far (4):
SMILES	HSF1 inh	GSK3beta inhib	GSK3A inh	Dyrk1A ADPGlo	HSP90 inh	AI-2 QS mod	Platelet DG rel	HSF1 activator	HDAC3 inhib	PolyA inhibitor
O=[N+]([O-])c1ccc(C(O)C23CN4CN(CN(C4)C2)C3)cc1 (centres undefined)	4	0	-2	3	1	-2	-8	11	0	i
CC1Sc2ccc(S(=O)(=O)NCCc3ccc(Cl)cc3)cc2NC1=O (centres undefined)	4	2	-2	1	0	28	6	16	1	i
CCOC(=O)CNc1nc(C#N)nc(N2CCOCC2)n1	-3	1	-2	-6	1	28	-7	6	8	i
O=C(OCc1nnc(-c2ccc(Cl)cc2)o1)c1ccc(=O)n(Cc2ccccc2)n1	4	4	-4	9	4	6	-1	-7	2	i

The list goes on:
SMILES	HSF1 inh	GSK3beta inhib	GSK3A inh	Dyrk1A ADPGlo	HSP90 inh	AI-2 QS mod	Platelet DG rel	HSF1 activator	HDAC3 inhib	PolyA inhibitor
CCC(=NC1CC(C)(C)NC(C)(C)C1)C1=C(O)CC(C)(C)CC1=O	3	3	-2	0	-3	6	-6	-2	1	i
CCc1cc(C(=O)N(Cc2ccccc2)c2c(N)n(CCOC)c(=O)[nH]c2=O)sc1C	3	-3	-2	11	.	10	13	19	.	.
CC1CCc2sc(C(=O)NNC(=S)NC3CC3)cc2C1 (centres undefined)	0	-2	11	-9	0	2	-3	-2	0	i
COc1ccc(Cl)cc1S(=O)(=O)NC(C)C(=O)NCc1ccncc1 (centres undefined)	-1	6	1	-6	1	19	-6	0	6	i
Cc1ccccc1S(=O)(=O)Cc1ccc(C(=O)N2CC(C)CC(C)C2)o1 (centres undefined)	4	5	-3	18	-4	24	-5	3	0	i
Cc1c(C(=O)N2CCCCC2)c(S(=O)(=O)N(C)Cc2ccco2)c(C)n1C	-8	3	-1	-3	-3	5	-13	-6	-2	i
COC(C)(C)[C@]12CC(O)(C(C)C)ON1[C@H]1CCCCC1N2O (some centres undefined)	-9	4	-2	12	-2	6	-2	8	-4	i
CN(C)S(=O)(=O)c1ccc2oc(SCC(=O)Nc3ccccc3F)nc2c1	27	1	4	3	-2	33	0	19	0	i
Cc1cccc(OCC(=O)O/N=C(\N)c2ccncc2)c1	9	1	-1	-3	0	-65	11	40	13	i
O=[N+]([O-])c1cccc(S(=O)(=O)[N-]c2nc3ccccc3nc2-n2cc[n+](Cc3ccccc3)c2)c1	-7	3	-7	3	2	3	7	29	-5	i
CCc1cc(C(=O)OC)c(NC(=O)CN2CCN(C(=O)C3CCCO3)CC2)s1 (centres undefined)	1	2	-2	-1	-3	10	-1	2	4	i
O=C(CSc1nnc(-c2ccncc2)n1-c1ccccc1)NC1CC1	-12	-13	-1	-3	-4	-5	-3	5	-5	i
O=c1[nH]n(-c2ncnc3c2cnn3-c2ccccc2)c(=O)c2ccccc12	-10	0	1	11	-4	-5	-70	8	0	i
COc1ccc(CNC(=O)c2cc3c(=O)n4ccccc4nc3n(Cc3cccnc3)c2=N)cc1	5	-1	6	5	3	25	11	9	-4	i
O=C(CCc1ccccc1F)N1CCN(c2ccc(C(F)(F)F)cn2)CC1	-9	1	-3	2	-1	27	-10	2	1	i
COC(=O)COc1c(Cl)cc(Cl)c2ccc(C)nc12	3	0	0	-8	-2	14	-3	31	-1	i
Cc1c(NC2=C(Cl)C(=O)N(c3ccccc3)C2=O)c(=O)n(-c2ccccc2)n1C	-7	3	0	-1	1	13	-3	-11	-6	i
Cc1ccc(NS(=O)(=O)c2ccc(NC(=O)c3ccccc3C(=O)O)cc2)c(C)c1	-3	-1	-6	0	.	42	14	-2	6	i
O=C(CN1CCOCCOCCOCC1)Nc1ccccc1	-9	0	-5	5	-3	23	5	-2	3	i
O=C(CSc1ncccn1)N/N=C/c1ccc2c(c1)OCO2	1	-3	2	0	0	17	-1	0	-7	i
COc1ccc(C(c2c(NC(=O)c3ccccc3)sc(C)c2C)N2CCN(CCO)CC2)cc1 (centres undefined)	16	-2	0	-1	-1	15	-13	46	3	i
COc1cc(-c2nc(CCNC(=O)c3ccco3)cs2)cc(OC)c1OC	9	0	5	24	-4	12	-14	-4	-16	i
COc1c(C)cc(S(=O)(=O)N2CCCC2)c(C)c1C	-4	1	-3	-2	3	4	-15	1	-8	i
O=C(COc1ccc(Br)cc1CO)Nc1ccccc1F	7	0	-1	-1	-1	15	-12	13	-2	i
